Xi reactivation: X-chromosome reactivation activator | actives 0.055% (n = 360,000) | XiGFP mouse fibroblasts, % GFP-positive cells imaging, 3 d; cells co-treated with 5-aza-dC sensitizer; scaled so ellipticine positive control = 100% | activation, % at 7.58 µM;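 active means mean normalized replicate activation at least 10% and every replicate at or above 10%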;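 further: 0% = median of on-plate neutral control wells and 100% = ellipticine 6 µM median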
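Assay system – SV40-immortalized XiGFP fibroblast cells, line 68-5-11 · Buffer or medium – DMEM supplemented with 5-aza-dC as sensitizing agent · Dosing – one concentration, pinned · Benchmarks – positive control ellipticine, 6 µM final · Times – 3 days compound exposure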
RAD52 anneal inh: RAD52 (human) annealing inhibition; P43351; recombinant RAD52 DNA annealing, FRET fluorescence; inhibition, % at 18.7 µM; actives 0.46% (n = 360,000);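 active means every replicate showing at least 50% inhibition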
ERp5 inh: blocks human ERp5 reductase activity on insulin; Q15084; actives 0.05% (n = 350,000); inhibition, % at 9.99 µM; ERp5 insulin aggregation, absorbance 650 nm, 90 min; AID 651711;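 active means mean replicate inhibition above about 25%, with every replicate also reaching it, limit read from the data, passing the limit was not always enough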
ERAP1 inh: blocks human ERAP1 aminopeptidase activity | recombinant ERAP1, Leu-AMC fluorescence, 60 min | inhibition, % at 10.7 µM | actives 0.15% (n = 340,000);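 active means mean replicate inhibition of at least 30%, or all replicates individually reaching that 30% level; inactive means mean below 30% and not every replicate reaching it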;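 further: 0% = neutral control wells and 100% = L-leucinethiol positive control wells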
RAD54 branch: blocks human RAD54 Holliday junction branch migration; Q92698; AID 602329; inhibition, % at 10.4 µM; FAM/BHQ fluorescence; actives 0.14% (n = 360,000);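 active means mean normalized replicate activity at least 40 and at least half of replicates scoring 40 or more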;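 further: 0% = median of neutral control wells and 100% = median of positive control wells; inhibitors cause a drop in the FAM fluorescence signal; in these data hits start at about 50%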
E-selectin induc: induces E-selectin expression in human endothelial cells; HUVEC E-selectin immunofluorescence imaging; normalized: neutral wells 0, TNF-alpha wells 100; activation, % at 7.58 µM; actives 0.37% (n = 260,000); AID 686992;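 active means mean E-selectin-positive cell signal at least 10% of the positive control, reached in at least 60% of replicates, without over 20% cell loss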;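 further: in these data hits start at about 27%; measured in HUVEC primary endothelial cells; signal is the percent of cells scored E-selectin positive by PE staining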
Target sequence (P16581 whole entry, looked up): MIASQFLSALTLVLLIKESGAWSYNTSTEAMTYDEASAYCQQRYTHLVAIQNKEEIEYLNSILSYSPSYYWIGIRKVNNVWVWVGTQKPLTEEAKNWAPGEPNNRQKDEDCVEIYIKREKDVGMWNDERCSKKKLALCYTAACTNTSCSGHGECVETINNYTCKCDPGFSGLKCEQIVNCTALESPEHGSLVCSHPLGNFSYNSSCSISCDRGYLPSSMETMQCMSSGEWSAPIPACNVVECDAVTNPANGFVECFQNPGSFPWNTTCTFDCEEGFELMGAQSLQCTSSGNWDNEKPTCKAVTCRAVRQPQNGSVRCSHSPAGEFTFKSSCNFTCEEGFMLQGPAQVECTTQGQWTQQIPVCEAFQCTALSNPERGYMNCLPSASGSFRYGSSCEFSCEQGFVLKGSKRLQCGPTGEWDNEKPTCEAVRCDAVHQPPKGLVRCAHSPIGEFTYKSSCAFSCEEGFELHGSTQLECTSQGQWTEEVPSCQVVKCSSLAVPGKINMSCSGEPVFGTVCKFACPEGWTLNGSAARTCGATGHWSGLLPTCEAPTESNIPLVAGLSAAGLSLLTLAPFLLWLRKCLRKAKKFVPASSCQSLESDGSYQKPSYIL
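material = human umbilical vein endothelial cells (HUVEC), E-selectin induction | quantity = 3,000 cells/well | medium = EGM-2 growth medium on 0.1% gelatin-coated wells | technique = immunofluorescence imaging | read-out basis = % PE-positive cells | control set = TNF-alpha positive control, DMSO neutral control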
S100A4 MyoIIA: blocks human S100A4 binding to myosin IIA peptide. inhibition, % at 10.7 µM. S100A4/TAMRA-MyoIIA peptide fluorescence polarization. P26447. actives 0.14% (n = 360,000);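 active means mean inhibition of at least 70% across replicates, with every replicate also reaching that level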
Target sequence (P26447 whole entry, looked up): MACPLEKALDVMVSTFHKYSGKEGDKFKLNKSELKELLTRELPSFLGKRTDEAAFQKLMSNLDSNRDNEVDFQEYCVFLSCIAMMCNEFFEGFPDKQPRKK
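Test system – S100A4 monomer (human) · Compound – single-point compound testing · Schedule – 5 min incubation before reading · Probe or stimulus – TAMRA-labelled myosin IIA heavy-chain peptide probe, 5 nM · Benchmarks – neutral control DMSO, positive control TFP · Medium – Calcium-containing HEPES buffer, pH 7.2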
esBAF inh: SWI/SNF esBAF complex inhibition; actives 2% (n = 350,000); mouse ES cells, Bmi1-luciferase knock-in reporter, 24 h; 100% = twice the neutral-well signal; reporter increase, % at 12.5 µM; in the data active means activation above about 40%;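 further: 0% = median of the plate's neutral control wells and 100% = double that signal; a rise in the Bmi1 reporter signal indicates esBAF inhibition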
The depositor's hits bear a star; i = inactive; . = no result given.

SMILES	Xi reactivation	RAD52 anneal inh	ERp5 inh	ERAP1 inh	RAD54 branch	E-selectin induc	S100A4 MyoIIA	esBAF inh
O=C1CCC/C(=N/NC(=O)c2sc3ccccc3c2Cl)C1	0.1	-123	-4	13	.	.	-4	36
Cc1onc(-c2ccccc2Cl)c1C(=O)Nc1cccc(S(=O)(=O)N2CCOCC2)c1	-0.1	-21	3	-2	2	.	-1	2
Cc1csc(NC(=O)c2ccc(Cl)cc2[N+](=O)[O-])n1	0.0	-15	0	-1	-13	.	1	37
CCN1CCN(c2ccc(S(=O)(=O)N3CCCCC3)cc2NC(=O)c2ccc(OC(F)F)cc2)CC1	0.3	-4	-1	7	2	0.3	-1	2
COc1ccccc1CN1CCNC(=O)C1CC(=O)NCCCN1CCCC1=O (configuration not stated)	0.0	-12	0	0	-5	.	4	-12
O=C(CSc1ccccc1)NCCc1ccc(F)cc1	0.3	6	5	0	-12	-0.1	-3	9
CO[C@H]1CN(C)C(=O)c2ccc(NC(=O)c3cc(C)on3)cc2OC[C@H](C)N(C(C)=O)C[C@H]1C	0.4	-9	9	0	0	0.1	10	1
C[C@@H]1CN([C@@H](C)CO)C(=O)c2cc(NC(=O)Cn3cnnn3)ccc2O[C@@H]1CN(C)Cc1ccc2c(c1)OCO2	0.0	-21	-3	2	-3	21	-4	-2
CCc1ncc(C(O)c2ccc(Cl)cc2)n1Cc1ccccc1 (configuration not stated)	0.1	1	8	-1	-1	.	-13	4
O=C(Cn1cc2c(n1)CCCC2)Nc1cc(-c2cccc(Cl)c2)no1	0.2	-36	0	-2	-5	-0.1	1	51*
CC(C)C(NC(=O)C1CCC(C(C)(C)C)CC1)C(=O)NCCCN1CCCCC1 (configuration not stated)	-0.4	9	4	3	.	.	-1	-3
COc1ccc(C#Cc2ccc([C@@H]3[C@H]4CN(C(=O)Nc5ccccc5)CCCCN4[C@H]3CO)cc2)cc1	0.0	-32	4	4	-2	-0.6	2	.
COC(=O)c1ccccc1NC(=O)CN1CCC(C)CC1	-0.3	-2	-6	4	4	.	2	-2
CCc1nn(C(CC)C(=O)NCc2cccc(OC)c2)c(=O)c2cc3occc3n12 (configuration not stated)	0.0	i	2	-3	4	.	-1	1
CC(=O)Nc1ccc2c(c1)C(=O)N(C)[C@@H]1CC[C@H](CC(=O)NCc3ccc(Cl)cc3)O[C@H]1CO2	0.2	-7	2	0	-2	0.1	3	-2
Cc1ccc(S(=O)(=O)N(C)C[C@@H]2OCCCC[C@H](C)Oc3ccc(NS(=O)(=O)c4ccc(F)cc4)cc3C(=O)N([C@H](C)CO)C[C@H]2C)cc1	0.1	-1	0	0	-13	0.0	-14	-2
Cc1ccc(-c2cc(C(=O)OCC(=O)N(C)c3c(N)n(Cc4ccccc4)c(=O)[nH]c3=O)c3ccccc3n2)o1	0.0	-20	-1	-5	-4	.	8	3
CCOc1ccc(N(CC(=O)NCc2ccccc2Cl)S(=O)(=O)c2c(C)noc2C)cc1	0.0	-16	-10	1	2	.	-21	9
CC(C)C#Cc1ccc2c(c1)O[C@@H](CN(C)S(C)(=O)=O)[C@H](C)CN([C@@H](C)CO)S2(=O)=O	-1.3	0	-8	-3	3	1.1	4	11
C[C@@H]1CN([C@@H](C)CO)C(=O)c2cc(-c3ccccc3F)cnc2O[C@H]1CN(C)C(=O)C1CCCCC1	-0.4	3	2	-3	-4	26	14	1
Cc1nc(C(=O)N2CCC(n3nccc3NC(=O)Nc3ccccc3Cl)CC2)cs1	0.2	-6	-2	3	-5	1.7	-4	1
COc1ccc(CN(C)C[C@H]2Oc3ccc(NC(=O)Nc4cccc5ccccc45)cc3CC(=O)N([C@H](C)CO)C[C@H]2C)cc1	-0.3	-1	6	-2	-11	0.1	-8	2
COc1cc(NS(=O)(=O)c2cc3[nH]c(=O)c(=O)[nH]c3cc2C)cc(OC)c1OC	0.3	-7	-3	-1	-18	-0.1	1	14
C[C@@H]1CN([C@@H](C)CO)S(=O)(=O)c2ccc(C#CC3(O)CCCC3)cc2O[C@@H]1CN(C)C	-0.9	11	3	1	-1	-0.5	21	-6
CC(C)[C@@H]1NC(=O)[C@@H]2CSCCS(=O)(=O)N2C1=O	0.3	-20	-4	-1	.	.	2	.

Five structures from above, arranged by heavy-atom count, descending:
SMILES	Xi reactivation	RAD52 anneal inh	ERp5 inh	ERAP1 inh	RAD54 branch	E-selectin induc	S100A4 MyoIIA	esBAF inh
Cc1ccc(S(=O)(=O)N(C)C[C@@H]2OCCCC[C@H](C)Oc3ccc(NS(=O)(=O)c4ccc(F)cc4)cc3C(=O)N([C@H](C)CO)C[C@H]2C)cc1	0.1	-1	0	0	-13	0.0	-14	-2
CC(C)C#Cc1ccc2c(c1)O[C@@H](CN(C)S(C)(=O)=O)[C@H](C)CN([C@@H](C)CO)S2(=O)=O	-1.3	0	-8	-3	3	1.1	4	11
CCc1nn(C(CC)C(=O)NCc2cccc(OC)c2)c(=O)c2cc3occc3n12 (configuration not stated)	0.0	i	2	-3	4	.	-1	1
O=C(CSc1ccccc1)NCCc1ccc(F)cc1	0.3	6	5	0	-12	-0.1	-3	9
CC(C)[C@@H]1NC(=O)[C@@H]2CSCCS(=O)(=O)N2C1=O	0.3	-20	-4	-1	.	.	2	.

Further compounds
SMILES	Xi reactivation	RAD52 anneal inh	ERp5 inh	ERAP1 inh	RAD54 branch	E-selectin induc	S100A4 MyoIIA	esBAF inh
COc1ccc(OC)c(CNC(=O)c2ccc(C)c(NC(=O)C3=C(C)OCCS3)c2)c1	-0.1	-11	-1	-1	-6	.	-1	-6
CC(=O)C1CCC2C3CCC4CC(=O)CCC4(C)C3C(C)(O)CC12C (configuration not stated)	0.1	-6	-2	1	2	0.7	-3	-3
S=C(NNc1ccnc2cc(Cl)ccc12)Nc1ccc(Cl)cc1Cl	-0.1	-3	0	0	.	.	-2	49*
COCC(=O)N(C)C[C@H]1Oc2cc(-c3ccc(F)cc3)ccc2S(=O)(=O)N([C@H](C)CO)C[C@@H]1C	0.5	-13	-1	-1	-11	-0.3	8	-1
COC(=O)c1ccc2nc(-c3ccc(C)cc3)c(Cc3ccccc3OC)n2c1	0.2	-67	0	3	-1	.	-8	1
Cc1nn(CC(=O)O)c(C)c1[N+](=O)[O-]	0.1	-12	-1	12	-8	.	-8	-5
Cc1ccccc1S(=O)(=O)N[C@@H]1CC[C@@H](CCNS(=O)(=O)c2cccc(F)c2)O[C@H]1CO	-0.7	-1	-1	5	-1	-0.7	-6	10
COC(=O)C1=C(C)N(Cc2ccc(Br)cc2)C(=S)NC1c1ccccc1 (configuration not stated)	0.4	-7	-4	2	.	-0.3	-5	.
COCc1cc(C)nc2sc(C(=O)Nc3cccc(OC)c3)c(N)c12	0.0	-8	-1	5	-4	.	1	67*
CCS(=O)(=O)Nc1ccc2c(c1)C(=O)N(C)C[C@@H](OC)[C@@H](C)CN(CC1CCCC1)[C@@H](C)CO2	0.4	.	.	.	5	0.1	.	-3
CCN1CCN(S(=O)(=O)c2ccc3[nH]c(=O)oc3c2)CC1	0.0	-7	4	6	-6	-0.1	3	-6
N#Cc1nc(COc2cccc(Cl)c2)oc1NCc1ccco1	-0.1	-3	-1	-5	2	0.3	-1	51*
CCNC(=O)C1CCCN(C(=O)c2ccccc2)CC1 (configuration not stated)	0.2	-9	0	4	7	0.0	-1	3
O=C(C[C@@H]1C=C[C@@H](NS(=O)(=O)c2ccc(F)cc2)[C@@H](CO)O1)N1CCN(c2ccccc2)CC1	1.0	-10	-4	0	-12	-0.2	-6	6
CO[C@H]1CN(C)C(=O)c2cc(NC(=O)c3ccc(F)cc3)ccc2OC[C@@H](C)N(C(C)=O)C[C@H]1C	-0.1	12	0	-2	1	-0.3	6	-1
CCN(CC)c1ccc(CNc2nc3ccccc3n2CCN2CCCCC2)cc1	0.0	-69	12	-4	.	-2.0	-8	-9
COCC(=O)NC[C@@H]1[C@H](c2ccccc2)[C@H](CO)N1C(=O)c1ccccc1	0.0	-2	-4	-1	2	1.8	-6	-5
CCCCn1nc(C(=O)Nc2c(C)n(C)n(-c3ccccc3)c2=O)c2ccccc2c1=O	0.2	-5	-8	2	2	.	-6	-5
O=C(c1cccnc1)N1CC2(C1)[C@@H](c1ccccc1)[C@@H](CO)N2Cc1cccnc1	0.0	-7	1	-4	.	0.1	-1	.
O=C(O)/C=C/c1cn(-c2ccccc2)nc1-c1ccc(-c2ccc([N+](=O)[O-])cc2)o1	-0.3	-46	-5	-1	-2	0.4	-32	9
CCC(=O)N(C)C[C@@H]1Oc2cc(C#C[C@H](C)O)ccc2S(=O)(=O)N([C@H](C)CO)C[C@H]1C	0.5	17	1	0	1	0.0	18	12
Cc1noc(C)c1NC(=O)Nc1ccc2c(c1)C(=O)N([C@@H](C)CO)C[C@@H](C)[C@H](CN(C)C(=O)NC1CCCCC1)OCCCC[C@@H](C)O2	-1.0	-14	-2	2	0	0.1	3	3
CC(C)[C@H](C)NC(=O)N(C)C[C@@H]1OCc2ccccc2-c2ccccc2C(=O)N([C@H](C)CO)C[C@@H]1C	-0.6	-2	1	1	9	-0.4	-5	3
CC1(C)CC(=O)C2=C(C1)Nc1cc(C(=O)c3ccccc3)ccc1NC2c1ccccn1 (configuration not stated)	0.0	-6	0	0	.	-0.3	-2	.
S=c1nc[nH]c2c1cnn2-c1ccccc1	3.3	-6	2	-4	7	.	-1	6
Other entries:
SMILES	Xi reactivation	RAD52 anneal inh	ERp5 inh	ERAP1 inh	RAD54 branch	E-selectin induc	S100A4 MyoIIA	esBAF inh
CC(CNC(=O)CN1C(=O)NC2(CCOc3ccccc32)C1=O)c1ccccc1 (configuration not stated)	0.1	-7	-1	5	1	-1.5	11	-4
CCOC(=O)CN(C(=O)CNC(=O)c1ccco1)C(C(=O)NC1CCCCC1)c1cccnc1 (configuration not stated)	0.2	-10	0	0	-10	.	-5	-1
Cc1ccc(S(=O)(=O)N[C@@H]2CC[C@@H](CC(=O)NCCCN(C)C)O[C@H]2CO)cc1	1.1	8	6	2	3	1.2	-1	-5
CC(C)c1cc(C(=O)N2CCCC(Nc3ccc(F)c(F)c3)C2)nc(N)n1 (configuration not stated)	0.3	-7	1	0	0	1.4	-3	2
CO[C@@H]1CN(C)C(=O)c2cc(NC(=O)Nc3ccccc3)ccc2OC[C@@H](C)N(C(=O)CN(C)C)C[C@H]1C	0.0	1	3	1	5	0.5	15	0
COc1ccc(C(=O)COC(=O)CN2C(=O)C3CC=CCC3C2=O)c(OC)c1 (configuration not stated)	0.0	-28	3	-1	-2	-1.4	-2	-4
CN(C)C(=O)C1=NOC2(C1)C(=O)Nc1ccccc12 (configuration not stated)	0.3	-17	3	.	.	2.4	3	.
CN1c2ccc(-c3cccc(C#N)c3)cc2[C@H]2[C@H](CCN2C(=O)C2CC2)[C@@H]1CO	0.3	-22	1	-3	.	0.1	5	.
CCOC(=O)c1c(-c2ccc(OC)cc2)csc1NC(=O)CCN1CCOCC1	-0.1	-3	7	6	.	1.4	1	.
COCC#Cc1cnc2c(c1)C(=O)N([C@@H](C)CO)C[C@H](C)[C@@H](CN(C)C)O2	-0.2	-7	0	2	-2	-0.2	0	0
CC(=O)c1ccc(N2CCN(C(=O)[C@H](C)NC(=O)c3ccccc3Cl)CC2)cc1	0.0	-5	0	0	1	.	2	9
Cc1noc(C)c1NC(=O)Nc1ccc2c(c1)C(=O)N([C@@H](C)CO)C[C@@H](C)[C@@H](CN(C)Cc1ccncc1)O2	-1.1	-9	11	1	8	-2.8	6	-2
Cc1ccccc1C(=O)N1CCC(C(=O)Nc2ccc(C(C)C)cc2)CC1	0.0	-11	2	-2	-19	0.1	-5	-6
